Bioassay records from PubChem.
D3 antag: blocks the human D3 dopamine receptor. max response, negative = inhibition, %. D3R cells, DiscoveRx beta-arrestin luminescence, antagonist mode; stronger effect = lower value. actives 2.5% (n = 360,000). AID 652054. P35462; in the data active = max response below about -50%; inconclusive = no clear call, values can overlap the other calls; also: % is scaled to controls: 0 for no effect and ±100 for the full control effect; mostly tested at two doses, the higher about 12 µM
Target sequence (P35462 whole entry, looked up): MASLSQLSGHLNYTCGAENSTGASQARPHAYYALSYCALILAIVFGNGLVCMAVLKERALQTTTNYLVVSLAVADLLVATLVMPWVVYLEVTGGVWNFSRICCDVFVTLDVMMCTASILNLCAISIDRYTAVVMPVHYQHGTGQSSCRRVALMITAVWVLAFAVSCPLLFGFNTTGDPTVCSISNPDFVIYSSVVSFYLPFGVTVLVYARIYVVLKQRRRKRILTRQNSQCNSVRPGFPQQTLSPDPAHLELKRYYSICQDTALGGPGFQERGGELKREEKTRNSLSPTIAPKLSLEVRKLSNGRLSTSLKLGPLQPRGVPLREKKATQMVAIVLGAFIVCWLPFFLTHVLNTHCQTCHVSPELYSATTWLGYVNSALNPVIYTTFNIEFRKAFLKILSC
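Cells expressing the human receptor were seeded at 1500 cells/well, incubated overnight at 37 degrees C in 5% CO2, then exposed to library compounds with dopamine controls for 90 minutes at 37 degrees C before luminescent detection.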
IL1B secr inh: inflammasome signaling inhibition, IL-1 beta readout | THP-1 LPS/ATP IL-1B secretion, AlphaLISA, 16 h; stronger effect = lower value | activity change, % at 57.5 µM | actives 4.7% (n = 360,000) | AID 743279; in the data active = activity change below about -50%; inconclusive = mostly about -30% to -49%; also: % is scaled to controls: 0 for no effect and ±100 for the full control effect
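Secreted IL-1B measured by AlphaLISA bead assay after 16 h compound exposure of THP-1 cells; compounds (final up to 57.5 uM) added 1 h before LPS (250 ng/mL) and ATP (1.25 mM) stimulation; lower signal means less secretion.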
KB-3-1 tox: KB-3-1 parental cell cytotoxicity | KB-3-1 viability, CellTiter-Glo ATP luminescence, 72 h | Potency, µM (highest dose often 46.1 µM), without a hit: at the highest dose activity change, negative = cytotoxic, hits mostly cytotoxic | actives 1.4% (n = 400,000) | AID 1347075; also: potency is read from the fitted curve at half-maximal effect; % is scaled to controls: 0 for no effect and ±100 for the full control effect; nearly all actives have a fitted effect of over 60% in size
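Using CellTiter-Glo luminescence, growth of non-resistant KB-3-1 adenocarcinoma cells is assessed 72 h after pin-tool compound addition at 37 °C. Normalized responses across the concentration series yield fitted curves.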
HT1080-NT tox: kills 2HG-producing HT-1080-NT fibrosarcoma cells | actives 1.6% (n = 360,000) | Potency, µM (doses to about 46.1 µM), for the others: at the top dose activity, negative = less viability, most hits filed as cytotoxic | HT-1080-NT fibrosarcoma viability, CellTiter-Glo ATP luminescence, 48 h;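 also: NT is the 2HG producing partner of a matched IDH1 knockdown line; potency is read from the fitted curve at half-maximal effect; 0% = DMSO-treated cells and -100% = media-only wells without cells; nearly all actives have a fitted effect of over 55% in size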
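Luminescent CellTiter-Glo readout after 48 hours of compound exposure at 37 degrees C defined viability of HT-1080-NT cells. Activity was normalized to DMSO wells and cell-free media wells; concentration-response curves were fitted and assigned curve classes.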
GLP-1R agonist: GLP-1 receptor (human) agonism | P43220 | HEK293 GLP-1R CRE-luciferase, luminescence, 4-6 h; cells express a hypersensitive GLP-1R form | Potency, µM (titrated, usually from 45.6 µM), for the others: at the top dose activation, hits mostly activators | actives 0.007% (n = 380,000); also: potency is read from the fitted curve at half-maximal effect; % of control where 0% means no effect
Target sequence (P43220 whole entry, looked up): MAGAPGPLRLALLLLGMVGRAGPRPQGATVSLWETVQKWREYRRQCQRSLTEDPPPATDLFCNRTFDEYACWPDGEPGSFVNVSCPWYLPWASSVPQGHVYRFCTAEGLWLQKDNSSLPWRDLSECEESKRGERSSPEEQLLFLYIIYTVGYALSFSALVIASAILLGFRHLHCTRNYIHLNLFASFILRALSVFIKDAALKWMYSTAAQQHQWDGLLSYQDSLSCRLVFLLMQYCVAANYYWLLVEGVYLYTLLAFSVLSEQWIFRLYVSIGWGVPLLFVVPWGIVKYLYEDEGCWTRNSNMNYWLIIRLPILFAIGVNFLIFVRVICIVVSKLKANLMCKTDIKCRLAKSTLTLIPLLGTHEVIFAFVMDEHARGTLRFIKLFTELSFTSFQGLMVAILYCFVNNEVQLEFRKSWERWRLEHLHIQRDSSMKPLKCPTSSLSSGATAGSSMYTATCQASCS
KB-V1 MDR tox: KB-V1 MDR subline cytotoxicity | KB-V1 MDR cells viability, CellTiter-Glo, 72 h | Potency, µM (titrated, usually from 46.1 µM), for the others: at the top dose activity change, negative = cytotoxicity, most hits filed as cytotoxic | actives 3.4% (n = 400,000); also: potency is read from the fitted curve at half-maximal effect; % is scaled to controls: 0 for no effect and ±100 for the full control effect; nearly all actives have a fitted effect of over 60% in size
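Potencies derive from concentration-effect curves fitted to normalized luminescence (CellTiter-Glo) of KB-V1 cells treated for 72 h at 37 degrees C in phenol-red-free DMEM containing 10% FBS.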
SW480 rerep: DNA re-replication induction in SW480 cells; SW480 DNA re-replication, Hoechst DNA content imaging, 48 h; actives 1.8% (n = 340,000); Potency, µM (top dose mostly 46.1 µM), inactives show at the highest dose re-replication activation, usual class: activators; AID 624297; also: potency is read from the fitted curve at half-maximal effect; % of control where 0% means no effect; nearly all actives have a fitted effect of over 55% in size
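Treated cells incubate 48 hr (37 C, 5% CO2), are stained 40 min with Hoechst, and nuclear fluorescence is enumerated; a rise in nuclei with high DNA signal marks re-replication.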
D3 ag: agonists of human D3 dopamine receptor. actives 0.58% (n = 410,000). AID 652048. max activation, %. D3R DiscoveRx beta-arrestin cells, luminescence, 90 min. P35462; in the data active = max activation above about 30%; also: 0% is about no effect; mostly tested at two doses, the higher about 12 µM
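Cells at 1500/well, incubated overnight, then treated with pinned compounds (dopamine as control) for 90 min at 37 degrees C. DiscoveRx reagent added for 30 - 60 minutes at room temperature; luminescence read.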
HT1080 IDH1KD tx: HT-1080 IDH1 knockdown cell toxicity (counter line); HT-1080 IDH1 knockdown viability, ATP luminescence, 48 h; Potency, µM (top dose mostly 46.1 µM), for the others: top-dose activity, negative = toxicity, hits mostly cytotoxic; actives 2% (n = 360,000); AID 686971;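 also: potency is read from the fitted curve at half-maximal effect; 0% = DMSO wells and -100% = cell-free medium wells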
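Using the IDH1-knockdown HT-1080 line run in the same batch and compound series as the NT line, viability after 48 h at 37 °C was determined by CellTiter-Glo luminescence and expressed as % activity.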
Starred values were filed as active, the others as inactive; ? = inconclusive; nt = no result given; & = joins results of further samples; [ ] = remark or other dose. Unless noted, calls follow the shape of the dose curve; as a rule, active = well fitted curve in the direction sought with a large enough effect; inconclusive = small, poorly fitted or top-dose-only effect, or another doubt; inactive = no such curve, though single readings can be large; an effect the other way counts as inactive or inconclusive.

SMILES	D3 antag	IL1B secr inh	KB-3-1 tox	HT1080-NT tox	GLP-1R agonist	KB-V1 MDR tox	SW480 rerep	D3 ag	HT1080 IDH1KD tx
CCOC(=O)[C@H]1Nc2ccc(Cl)cc2[C@@H]2[C@H]1C1CC(c3ccccc31)N2C(=O)OCc1ccccc1 (some centres undefined)	-2	nt	-16%	-3%	-8%	?	nt	-4	-16%
CS(=O)(=O)/C(C#N)=C/c1cccn1S(=O)(=O)c1ccccc1	-8	-2	3%	18%	2%	4%	-2%	5	18%
Cc1cccc(-c2cc3nc4c(c(N5CCC6(CC5)OCCO6)n3n2)CCCC4)c1	-7	6	-15%	4%	1%	?	-1%	2	?
CCOC(=O)c1ccc(NC(=O)CCNc2c(N3CCCC3)c(=O)c2=O)cc1	-22	-2	7%	0%	0%	1%	2%	-9	2%
O=C(NNC(=O)[C@H]1CC=CC[C@H]1C(=O)O)c1ccc(Cl)cc1Cl	11	19	-2%	23%	0%	-5%	-3%	0	26%
COc1ccc(NC(=O)c2c(C)nn(Cc3ccccc3)c2C)cc1S(=O)(=O)N(C)C	1	25	-9%	1%	10%	0%	-8%	-1	-17%
Cc1nccn1-c1cc(C(C)(C)C)nc2c(-c3ccccc3)cnn12	7	0	-4%	12%	0%	-8%	?	3	18%
CC(=O)c1ccc(NC(=O)C2CCCN2S(=O)(=O)c2cccs2)cc1 (centres undefined)	13	2	0%	1%	9%	-18%	-77%[inhibitor]	-3	10%
O=C(NCCN1CCOCC1)c1cccc2c1C(=O)c1ccc(N3CCCC3)cc1S2(=O)=O	-23	1	4%	23%	16%	-7%	-5%	-12	6%
OC(CNCCc1ccc(C(F)(F)F)cc1)COc1ccc2ccccc2c1 (centres undefined)	-18	-101*	?	3%	-22%	?	?	-20	-7%
CC(C)c1ccc(C(=O)Nc2nnc(S(=O)(=O)N3CCCCC3)s2)cc1	10	13	14%	0%	-3%	23%	-7%	5	-2%
CCOc1cccc(/C=C2/NC(=O)N(CC(=O)Nc3cccc(C)c3)C2=O)c1O	-19	8	?	2%	2%	0%	4%	-2	1%
CC1CCN(C(=S)c2cn(Cc3ccccc3F)c3ccccc23)CC1	0	-9	-3%	-8%	-1%	?	-8%[9.22 µM]	-2	-11%
Cc1ccc(C)c(N2CCN(c3ccncc3N)CC2)c1	15	-3	0%	-10%	-14%	0%	17%	1	-5%
CC(C)c1ccc(NS(=O)(=O)c2ccc(-n3cccn3)cc2)cc1	10	15	1%	?	8%	-10%	-4%	4	?
COc1ccc(-c2csc3nc(-c4ccc(C)cc4)oc(=O)c23)cc1OC	-3	-1	?	19%	0%	?	?	9&-9	14%
CC(=O)c1ccc(NC(=O)C2CCN(S(=O)(=O)c3cccnc3)CC2)cc1	9	8	5%	5%	2%	7%	-40%[inhibitor]	7	1%
O=C(c1ccc2c(=O)n(Cc3ccccc3Cl)c(=S)[nH]c2c1)N1CCOCC1	-1	26	-1%	18%	2%	3%	-3%	9	19%
CC(=O)Nc1ccc(NC(=O)Cn2nc([N+](=O)[O-])c(Br)c2C)cc1	3	7	2%	3%	3%	6%	-1%	3	5%
O=C(O)c1cc(-c2ccc(/C=N/Nc3ccc(Cl)cc3)o2)ccc1Cl	-13	30	5%	?	-7%	8%	?	4	-4%
O=C(CCN1C(=O)C2CCCCC2C1=O)Nc1nc(-c2ccc(F)c(F)c2)cs1 (centres undefined)	-10	?	9%	-12%	-5%	-19%	-4%	5	-8%
O=C(CNC(=O)C1COc2ccccc2O1)N/N=C/c1cc(Br)c(O)c(Br)c1 (centres undefined)	-6	87	23%	-20%	8%	27%	-14%	3	-6%
CCOC(=O)C1CCCN(Cc2c(C(=O)N3CCOCC3)nc3ccccn23)C1 (centres undefined)	?	-68*	-5%	0%	5%	-17%	0%	-5	-2%
COC(=O)C1C2C=CC3(CN(c4ccc(Cl)c(F)c4)C(=O)C13)O2 (centres undefined)	13	41	1%	-1%	-2%	-1%	16%	2	8%
COc1ccccc1Cc1c(-c2ccco2)nc2c3ccccc3ccn12	1	-2	-11%	?	22%	?	nt	-1	?
CC(=O)c1cccc(NC(=O)c2sc(Cl)nc2C)c1	1	-54*	21%	11%	11%	-1%	-22%	1	7%
O=C(CNS(=O)(=O)c1ccccc1)OCC(=O)c1c[nH]c2ccccc12	16	23	2%	5%	-2%	8%	0%	0	-3%
O=C(CCN1C(=O)c2ccccc2C1=O)Nc1ccccn1	-3	-3	12%	15%	-6%	-2%	1%	0	1%
COC(=O)c1cc2ccccc2oc1=O	6	-2	-2%	19%	-6%	15%	-3%	4	6%
O=C(/C=C/c1ccccc1)N/C(=C/c1ccccc1)C(=O)Nc1cccc(C(=O)O)c1	5	-10	-2%	21%	1%	3%	-1%	1	18%
O=C(NNC(=O)c1cc(Cl)nc2ccccc12)c1ccccc1F	-27	0	3%	-27%	7%	?	-383%[inhibitor]	-16	-2%
CCOc1ccccc1C(=O)NC1CC2CCCC(C1)N2Cc1ccc(C)cc1 (centres undefined)	-80*	2	-4%	-10%	-1%	?	-1%	-12	3%
Cc1ccc(NC(=O)c2cc(-c3ccc4c(c3)OCO4)on2)cc1C	-5	-7	-1%	-7%	6%	6%	11%	-2	6%
CS(=O)(=O)Oc1ccc2c(c1)O/C(=C\c1cccnc1)C2=O	4	nt	5%	17%	16%	-1%	-39%[inhibitor]	19	22%
Cc1cc(C)cc(N(C(=O)Cc2cccs2)C(C(=O)NC2CCCC2)c2ccc(C)o2)c1 (centres undefined)	6	14	-5%	14%	2%	12%	5%	-11	2%
CCc1ccc(NS(=O)(=O)c2ccc3c(c2)oc(=O)n3C)cc1	12	29	-25%	-10%	-4%	-5%	-6%	1	-12%
COC(=O)C1CCN(CC(N)=O)CC1	0	29	15%	8%	-13%	13%	-3%	3	12%
COc1ccc(-c2csc3ncn(-c4ccccc4)c(=O)c23)cc1OC	-7	12	-1%	-10%	10%	-6%	5%	-4	-14%
CCOC(=O)c1ccc(NC(=O)C(=O)NCCc2ccc(OC)cc2)cc1	9	8	-1%&0%	0%	7%	-17%&0%	?	5&9	7%
O=C(Nc1ccccc1)c1ccc2c(c1)OCO2	3	-15	-5%	-20%	-3%	-20%	-2%	2	-18%
COc1cccc(/C=C2\C=C(c3ccc(C)cc3)OC2=O)c1OC(C)=O	-22	-6	-1%	1%	5%	0%	11%	-3	-11%
Cc1occc(=O)c1OCc1ccc(F)cc1	12	0	12%	2%	19%	25%	-2%	2	13%
CCOc1ccc(S(=O)(=O)NCc2cccnc2)c2ccccc12	13	10	1%	-13%	19%	-24%	-8%	5	-10%
CC(=O)Nc1ccc(S(=O)(=O)N2CCC3(CC2)OCCO3)cc1	16	17	14%	11%	-4%	8%	-1%	4	1%
